GLP1R ag = agonists of human GLP-1 receptor; P43220; HEK293 GLP-1R CRE-luciferase, luminescence, 4-6 h; cells express a hypersensitive GLP-1R form; Potency, µM (top dose mostly 45.6 µM), inactives show at the top dose activation, most hits filed as activators; 380,000 tested, 0.007% active; further: potency means the concentration at half of the fitted maximal effect; % of control where 0% means no effect
Target sequence (P43220 whole entry, looked up): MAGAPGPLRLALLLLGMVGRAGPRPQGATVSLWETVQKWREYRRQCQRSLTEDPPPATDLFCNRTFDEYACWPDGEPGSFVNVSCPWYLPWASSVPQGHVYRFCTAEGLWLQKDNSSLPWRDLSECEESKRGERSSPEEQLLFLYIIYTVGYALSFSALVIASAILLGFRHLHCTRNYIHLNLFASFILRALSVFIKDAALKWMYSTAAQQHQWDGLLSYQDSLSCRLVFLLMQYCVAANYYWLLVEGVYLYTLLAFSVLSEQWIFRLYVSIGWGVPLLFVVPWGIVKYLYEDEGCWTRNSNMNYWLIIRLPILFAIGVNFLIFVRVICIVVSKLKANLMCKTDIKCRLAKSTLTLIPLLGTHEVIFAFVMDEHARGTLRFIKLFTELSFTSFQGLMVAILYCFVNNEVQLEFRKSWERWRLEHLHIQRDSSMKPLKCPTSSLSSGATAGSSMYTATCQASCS
Akt phos inh = blocks phosphorylation of Akt | Neuro2A IGF-stimulated pAkt S473 HTRF, 20 min; active compounds read low | activity change, % for hits at 50 µM | 360,000 tested, 0.32% active | AID 651550; in the data active means activity change below about -80%; inconclusive means mostly about -51% to -80%; further: on the % scale 0 is the no-effect control and ±100 the full control effect
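Single-point screen (50 µM final compound) in Neuro2A cells stimulated 20 min with 6 nM IGF at 37 deg C. After lysis, Ser473-phosphorylated Akt read by HTRF (ex 330 nm, em 615/665 nm) as the 665/615 ratio.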
TDP43 rescue = TDP-43 toxicity inhibition in yeast; Potency, µM (doses to about 46.1 µM), without a hit: at the highest dose growth rescue (activation), most hits filed as activators; TDP-43 expressing yeast growth rescue, BacTiter-Glo, 24 h; 410,000 tested, 1.8% active; further: potency means the concentration at half of the fitted maximal effect; % of control where 0% means no effect; nearly all actives have a fitted effect of over 50% in size
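Yeast cells expressing TDP-43 under galactose induction are exposed to compounds for 24 hr at 30 deg C. BacTiter-Glo luminescence measures growth, so protective compounds score as activators.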
D3 antag = blocks the human D3 dopamine receptor; P35462; 360,000 tested, 2.5% active; D3R cells, DiscoveRx beta-arrestin luminescence, antagonist mode; active compounds read low; AID 652054; max response, negative = inhibition, %; in the data active means max response below about -50%; inconclusive means no clear call, values can overlap the other calls; further: on the % scale 0 is the no-effect control and ±100 the full control effect; mostly tested at two doses, the higher about 12 µM
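Cells plated overnight at 1500 cells/well, then exposed to library compounds with dopamine controls for 90 minutes at 37 degrees C. DiscoveRx reagent added for 30–60 minutes at room temperature; luminescence read, quantitative HTS format.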
FUS yeast rescue = FUS proteinopathy suppression in yeast; S. cerevisiae FUS-expressing, growth rescue, OD600, 24 h; Potency, µM (doses to about 76.6 µM), without a hit: top-dose growth rescue (activation), usual class: activators; 390,000 tested, 0.24% active;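 further: potency means the concentration at half of the fitted maximal effect; plate controls were DMSO vehicle for no effect and reference control for full effect; nearly all actives have a fitted effect of over 55% in size; some results filed as inactive show a strong effect at the top dose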
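Absorbance at 600 nm, taken 24hr after compound addition, measured rescue of FUS-yeast growth at 30C. Induction used 2% galactose with seeding at OD 0.005. Controls: CP55940 from 92uM final, DMSO only.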
aSyn rescue = inhibitors of alpha-synuclein toxicity in yeast; Potency, µM (doses to about 46.1 µM), inactives show top-dose growth rescue (activation), most hits filed as activators; AID 652106; 370,000 tested, 0.14% active; Yeast expressing alpha-synuclein, growth rescue, BacTiter-Glo, 24 h; further: potency means the concentration at half of the fitted maximal effect; % of control where 0% means no effect; nearly all actives have a fitted effect of over 65% in size
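Screening used galactose-induced yeast with toxic alpha-synuclein levels, exposed to compound for 24 hr at 30 deg C. Cell growth, read with BacTiter-Glo luminescence, gave the measured signal.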
PTHR1 agonist = agonists of human PTHR1 parathyroid hormone receptor; Q03431; HEK293 GP2 PTHR1 cells, GloSensor cAMP luminescence, 1 h; Potency, µM (titrated, usually from 115 µM), for the others: at the highest dose activation, most hits filed as activators; 410,000 tested, 0.075% active; AID 743266; further: potency means the concentration at half of the fitted maximal effect; nearly all actives have a fitted effect of over 55% in size; some results filed as inactive show a strong effect at the top dose; inactives centre near -15; many of its hits are not listed in these tables
Target sequence (Q03431 whole entry, looked up): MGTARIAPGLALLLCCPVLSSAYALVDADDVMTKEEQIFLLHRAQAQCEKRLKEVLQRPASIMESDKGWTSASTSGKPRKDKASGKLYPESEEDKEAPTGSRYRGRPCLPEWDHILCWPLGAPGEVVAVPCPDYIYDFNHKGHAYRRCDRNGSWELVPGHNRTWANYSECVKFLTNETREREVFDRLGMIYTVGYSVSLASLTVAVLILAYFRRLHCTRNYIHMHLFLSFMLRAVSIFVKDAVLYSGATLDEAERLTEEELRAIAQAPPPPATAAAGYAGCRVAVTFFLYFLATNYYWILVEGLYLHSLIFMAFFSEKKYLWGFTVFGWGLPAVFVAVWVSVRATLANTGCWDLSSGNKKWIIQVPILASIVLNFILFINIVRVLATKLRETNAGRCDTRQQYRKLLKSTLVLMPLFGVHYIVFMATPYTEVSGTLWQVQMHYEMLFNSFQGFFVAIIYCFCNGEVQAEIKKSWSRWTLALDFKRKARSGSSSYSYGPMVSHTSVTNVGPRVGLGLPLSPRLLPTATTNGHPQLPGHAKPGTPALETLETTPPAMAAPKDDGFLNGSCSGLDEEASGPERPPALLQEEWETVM
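HEK-293-derived GP2 cells expressing PTHR1 and a GloSensor cAMP reporter, 3,000/well, plated overnight, given luciferin plus IBMX (each 0.5 mM as added) for 1 h at 37 °C, then compound for 1 h at 37 °C. Luminescence was read after 15 min at room temperature.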
Abeta rescue = restores growth of yeast expressing A-beta42 peptide. yeast expressing A-beta42, growth rescue, OD600, 48 h; response scale: 0% DMSO, 100% iron-clioquinol control. Potency, µM (doses to about 46.1 µM), for the others: at the top dose growth rescue, actives largely listed as activators. 410,000 tested, 0.063% active; further: potency means the concentration at half of the fitted maximal effect; nearly all actives have a fitted effect of over 55% in size
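Growth rescue measured by 600 nm absorbance after 48 h yeast culture at 30 C with compound. Values normalized between DMSO and an equimolar ferric chloride plus clioquinol control.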
GLP-1R inv ag = inverse agonists of human GLP-1 receptor; P43220; AID 624417; HEK293 GLP-1R CRE-luciferase, luminescence, 24 h; GLP-1R form is constitutively active; 410,000 tested, 1.6% active; Potency, µM (doses to about 38.3 µM), without a hit: at the highest dose activity change, negative = inhibition, most hits filed as inhibitors; further: potency means the concentration at half of the fitted maximal effect; on the % scale 0 is the no-effect control and ±100 the full control effect; nearly all actives have a fitted effect of over 55% in size
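Assay principle: reduced luminescence from a cAMP-responsive reporter in HEK293 cells co-expressing a constitutively active GLP-1R. Conditions: 24 hr compound incubation, 37 deg C, 5% CO2.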
The depositor's hits bear a star; i = inactive; u = inconclusive; x = not tested or not shown; & = joins results of further samples; [ ] = remark or other dose. Unless noted, the call rests on the fitted dose curve; in most records, active means well fitted curve in the direction sought with a large enough effect; inconclusive means small, poorly fitted or top-dose-only effect, or another doubt; inactive means no such curve, though single readings can be large; an effect the other way counts as inactive or inconclusive. A portion of the library. The share of hits here may be higher or lower than overall.

SMILES | GLP1R ag | Akt phos inh | TDP43 rescue | D3 antag | FUS yeast rescue | aSyn rescue | PTHR1 agonist | Abeta rescue | GLP-1R inv ag
CN1C(=O)C(O)(CC(=O)c2cccnc2)c2ccccc21 (configuration not stated) | -13.2% | i | 0.0% | 3.8 | 8.1% | 1.4% | -9.7%[57.5 µM] | 10.0% | 6.3%
Cc1cc(C(=O)CCl)c(C)n1-c1ccon1 | -2.9% | i | 24.6%[9.22 µM] | -14.4 | 23.1% | -21.7% | -37.3%[inhibitor] | -28.5% | 3.8%
CCCSc1nnc(Sc2nnnn2-c2ccccc2)s1 | -19.5% | i | 17.8µM* | u | 20.0% | -0.5% | i | -27.7% | u
Cc1ccc(Nc2nc(-c3c(C)nc4ncccn34)cs2)cc1 | 2.3% | i | 21.5% | -18.6 | x | 4.3% | -34.0%[inhibitor] | -32.0%[inhibitor] | -56.9%
O=C(CSc1nc2c(oc3ccccc32)c(=O)n1-c1ccccc1)Nc1ccccc1F | x | x | 16.1% | x | 16.8% | x | i | -2.5% | -12.8%
COc1ccc(CN(CC(=O)NCC2CCCO2)C(=O)CCC(=O)Nc2nccs2)cc1 (configuration not stated) | 2.4% | i | -8.5% | 5.4 | 3.0% | -3.5% | i | -8.1% | 18.5%
COc1ccc(OC)c(N(CC(=O)NC2CCCCCC2)S(=O)(=O)c2ccc(C)cc2)c1 | 10.3% | i | -0.8% | -5.1 | 8.7% | -9.4% | i | -2.3% | u
CC1=C(C(N)=O)C(c2ccccn2)n2nc(SCc3ccccc3Cl)nc2N1 (configuration not stated) | -2.2% | i | u | 36.6 | 39.9% | 3.6% | -3.9%[57.5 µM] | 1.6% | 1.7%
CCOC(=O)N1CCN(C(=O)c2cc3c(=O)n4cccc(C)c4nc3s2)CC1 | 23.9% | i | 10.3% | 17.4 | -4.3% | 5.1% | i | -3.4% | 11.3%
CCOC(=O)CN1N=C(c2ccc(C)cc2)CCC1=O | 3.6% | i | 9.0% | 0.0 | 9.0% | -2.4% | -22.6% | -16.5% | 15.9%
COc1ccc(S(=O)(=O)N2CCOC2CNC(=O)C(=O)NCCCn2ccnc2)cc1OC (configuration not stated) | 1.0% | i | -2.6% | 15.8 | -9.9% | -2.0% | -21.5% | 0.3% | 19.0%
COc1ccc2c(c1OC)C(=O)N(c1ccc(O)cc1)C2 | 9.7% | i | -4.4% | -25.7 | -0.4% | 0.9% | i | -4.5% | 13.7%
CC(=O)N1CCc2cc(S(=O)(=O)CCC(=O)N3CCN(c4ccccc4F)CC3)ccc21 | -1.2%&1.7% | i | -12.8%&8.6% | -15.4 | -0.2%&41.1% | 0.7% | -15.9% | 1.8%&-6.7% | 19.7%&0.9%
O=C(Nc1ccc(F)c(Cl)c1)C1CCCC1 | 4.0% | i | -22.6% | 11.9 | -8.3% | -20.0% | i | -7.5% | u
O=C(c1cc2c(c(-c3cccc(-c4ccncc4)c3)n1)[C@H](CCO)N(C(=O)c1ccc3c(c1)OCO3)C2)N1CCOCC1 | -2.1% | i | -0.6% | -25.6 | 2.3% | -10.3% | -21.8% | -17.8% | 26.9%
c1cnc2ccc(C(c3nnnn3C3CCCC3)N3CCSCC3)cc2c1 (configuration not stated) | 21.6% | i | 18.8% | 7.9 | 17.3% | 0.5% | -13.2%[57.5 µM] | -1.4% | -6.7%
Cc1cccc(OCc2ccc(-c3nc(C#N)c(NCCN(C)C)o3)o2)c1 | x | x | 27.7% | x | -13.9% | x | -12.6% | -3.2% | -9.6%
O=C(NC1CC(=O)N(c2ccc(F)cc2)C1)C(c1ccccc1)c1ccccc1 (configuration not stated) | x | x | -3.8% | x | 36.3% | x | -26.9% | -19.2% | -11.3%
COc1ccc(NC(=O)c2ccc(S(=O)(=O)N3CC(C)OC(C)C3)cc2)cc1 (configuration not stated) | -2.1% | i | 6.9% | 2.6 | -12.9% | 3.0% | -30.5% | -9.1% | -28.1%
CC(C)c1ccccc1OCC(O)CN1CCN(S(=O)(=O)c2ccc([N+](=O)[O-])cc2)CC1 (configuration not stated) | -3.7% | i | -7.4% | -54.9* | 38.2% | 0.6% | -23.7% | u | u
COCc1cc(CN(C)C(=O)C2CCC(=O)N(Cc3cccc(OC)c3)C2)[nH]n1 (configuration not stated) | -4.9% | i | 17.1% | 23.3 | 3.0% | -3.2% | -11.5% | 6.3% | -23.7%
COc1cccc(NC(=O)Cn2c(=O)n(C)c(=O)c3sc4c(c32)COC(C)(C)C4)c1 | 16.6% | x | 13.4% | 5.9 | 11.7% | 1.2% | -3.8% | 1.4% | 3.4%
COc1ccccc1C(=O)N1CCN(Cc2c[nH]c3ccccc23)CC1 | 6.3% | i | -6.5% | 3.8 | 24.5% | -1.4% | -5.4% | -18.7% | -6.2%
O=C1c2ccccc2C(=O)N1CCc1csc(-c2ccccc2)n1 | 12.0% | i | 12.6µM* | -0.9 | 34.8% | u | -73.6%[inhibitor][57.5 µM] | -13.1% | 3.3%
CC(=O)NCCc1csc(-c2ccccc2)n1 | -0.2% | i | 3.8% | -18.0 | -7.2% | -1.1% | i | 3.7% | -3.3%
Cc1ccccc1C(=O)OCC(=O)NCC1COc2ccccc2O1 (configuration not stated) | -1.5% | i | 14.1µM* | 7.3 | x | 14.0% | i | 2.2% | u
COC(=O)c1nc2ccc(C)cn2c1F | -3.5% | i | 14.5% | 2.2 | -11.1% | 0.6% | i | -6.7% | -6.8%
OCC[C@@H]1C[C@H](O)[C@@H](O)[C@]2(OCc3ccc(CO)cc32)O1 | 1.9% | i | 5.8% | -63.6* | -23.6% | -2.5% | -9.2% | -14.1% | 16.5%
Cc1ccc(CNC(=O)c2nn(C)c3c2CS(=O)(=O)c2ccccc2-3)cc1 | 7.7% | i | 4.5%&27.3% | -12.2 | 3.5%&30.1% | 1.9% | -7.2%&-10.9% | 8.5%&17.4% | -12.7%&5.4%
CC(C)CNC(=O)COC(=O)c1ccc(F)cc1Cl | 0.0% | i | 15.0% | 11.2 | 10.2% | -2.8% | -32.6%[inhibitor] | -6.0% | 9.2%
O=S1(=O)CCC(NCC2CCCO2)C1 (configuration not stated) | 4.7% | i | -8.3% | 17.3 | 8.2% | -0.4% | 2.1%[57.5 µM] | 14.3% | -1.6%
CCN(C(=O)N(CC)c1ccccc1)c1ccccc1 | -1.6% | i | 19.7% | 18.9 | -26.7% | -10.3% | -12.2% | -0.7% | -11.3%
Cn1c2ccccc2c2cnn(CC(=O)Nc3ccccc3Br)c(=O)c21 | -3.2% | i | 9.2% | -16.3 | -7.7% | -0.4% | i | 6.0% | 17.0%
Cc1c(NC(=O)c2ccc(C(=O)Nc3c(C)n(C)n(-c4ccccc4)c3=O)cc2)c(=O)n(-c2ccccc2)n1C | 8.9% | i | -12.1% | -12.8 | -5.6% | -10.1% | -10.3% | -22.2% | -4.3%
O=C(Nc1ccccc1N1CCCC1)c1cccc(Cl)c1Cl | 8.0% | i | -17.3% | -7.9 | 8.2% | 1.0% | -6.9% | -25.7% | u
CCOC(=O)c1cc(-c2ccccc2)n[nH]1 | 1.2% | i | 6.0% | 0.6 | -14.9% | 15.7% | -15.0% | 10.2% | 60.9%[activator]
CCCN1CCC2(CC1)C(C#N)=C(N)Oc1c2sc2nc(C)cc(C)c12 | 0.3% | i | 7.9% | -0.5 | 27.6% | -11.7% | -7.3% | 19.0% | 16.1%
COc1ccc(NC(=O)COc2nsnc2N2CCOCC2)cc1 | 0.0% | i | 6.9% | -23.3 | -7.8% | -1.3% | -14.6% | -3.6% | 3.3%
Cc1ccnn1CC(=O)N/N=C/c1ccc2c(c1)OCO2 | 1.3% | i | 2.6% | u | x | -5.5% | -9.3% | 0.0% | 6.9%
COc1ccc(Cn2c(=S)[nH]c3cc(OC)c(OC)cc3c2=O)cc1 | 4.1% | i | 4.4%[9.22 µM] | 9.4 | u | -2.2% | i | -20.4% | 34.4%

Nothing new here: an excerpt of the list.
SMILES | GLP1R ag | Akt phos inh | TDP43 rescue | D3 antag | FUS yeast rescue | aSyn rescue | PTHR1 agonist | Abeta rescue | GLP-1R inv ag
CCOC(=O)CN1N=C(c2ccc(C)cc2)CCC1=O | 3.6% | i | 9.0% | 0.0 | 9.0% | -2.4% | -22.6% | -16.5% | 15.9%
COc1ccc(S(=O)(=O)N2CCOC2CNC(=O)C(=O)NCCCn2ccnc2)cc1OC (configuration not stated) | 1.0% | i | -2.6% | 15.8 | -9.9% | -2.0% | -21.5% | 0.3% | 19.0%
COc1ccc2c(c1OC)C(=O)N(c1ccc(O)cc1)C2 | 9.7% | i | -4.4% | -25.7 | -0.4% | 0.9% | i | -4.5% | 13.7%

Other compounds:
SMILES | GLP1R ag | Akt phos inh | TDP43 rescue | D3 antag | FUS yeast rescue | aSyn rescue | PTHR1 agonist | Abeta rescue | GLP-1R inv ag
CCC(C)Sc1oc(-c2ccco2)nc1S(=O)(=O)c1ccc(Cl)cc1 (configuration not stated) | x | x | 1.2% | x | 23.4% | x | -9.6% | 0.2% | u
Cc1ccc(NC(=O)CSCC(=O)NNC(=O)c2nn(C)c(=O)c3ccccc23)cc1 | -2.4% | i | 19.1% | 6.2 | x | -1.1% | i | -3.8% | 6.2%
O=C(NC1CCCC1)c1cccc(S(=O)(=O)N2CCCC2)c1 | -6.5% | i | 4.4% | -15.9 | -16.6% | -1.0% | -1.0% | 15.7% | -6.2%
O=C(CSc1nc(-c2ccc(F)cc2)[nH]c1-c1ccc(F)cc1)Nc1ccc2c(c1)OCCO2 | x | x | 5.8% | x | 1.5% | x | -41.0%[inhibitor] | 1.7% | u
O=C1/C(=C/c2ccccc2)CCc2ccc(Cl)nc21 | -28.7% | i | 28.5% | -73.0* | x | 14.1% | -38.0%[inhibitor] | 6.3% | -6.4%
CCC(C)[C@H](NC(=O)N1CCCCCC1)C(=O)O (some centres not stated) | -2.4% | i | -19.7% | -9.3 | 20.6% | 0.0% | -26.7% | -0.5% | 25.9%

Screening data: PubChem, National Center for Advancing Translational Sciences (NCATS)
